# Assay outcomes from PubChem.
# STEP inh – STEP phosphatase inhibitors, primary screen, biochemical, fluorescence intensity, uHTS; Tyrosine-protein phosphatase non-receptor type 5 (Homo sapiens), P54829; recombinant STEP, OMFP fluorogenic substrate; inhibition, % at 20 µM; 0.25% of 360,000 active;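 active = inhibition at 20 µM, scaled per plate between control wells, above about 37%, limit read from the data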;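 also: 0% = DMSO with enzyme and substrate and 100% = substrate only without enzyme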
#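 System: isolated STEP enzyme; schedule: 20 min enzyme reaction at room temperature, protected from light; medium: Bis-Tris buffer pH 6.0, 2.5 mM DTT, 0.005% Tween 20; signal: fluorescence, 480/540 nm; dosing: single compound dose of 20 µM, 1% DMSO final; also added: OMFP substrate, 25 µM final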
# Scp-1 inhibitor – Scp-1 phosphatase inhibitors, primary screen, biochemical, colorimetric, uHTS | Carboxy-terminal domain RNA polymerase II polypeptide A small phosphatase 1 (Homo … | Recombinant Scp1, phosphopeptide, malachite green phosphate absorbance | inhibition, % at 20 µM | 0.88% of 340,000 active | AID 493091, 2011;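 active = inhibition above about 50% at 20 µM, limit read from the data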;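 also: plate controls were DMSO wells with enzyme for no effect and wells lacking enzyme for full effect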
# Target sequence (Q9GZU7 76-261 limits assumed): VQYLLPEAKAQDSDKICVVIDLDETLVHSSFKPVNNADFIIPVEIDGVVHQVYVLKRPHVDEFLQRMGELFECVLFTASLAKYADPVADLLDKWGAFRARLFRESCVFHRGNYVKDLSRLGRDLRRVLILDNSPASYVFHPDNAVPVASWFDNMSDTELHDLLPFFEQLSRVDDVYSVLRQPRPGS
#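 assay system = SCP-1 phosphatase catalytic domain, residues 76-261 | buffer or medium = 50 mM Tris acetate pH 5.5, 0.005% Tween-20, 10 mM MgCl2 | incubation = enzyme reaction 45 min at room temperature, colour 5 min, stabilisation 30 min | signal = Phosphate-binding colour reagent, absorbance read at 630 nm | measure = % inhibition at 20 µM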
# TbMetRS inhib – T. brucei MetRS inhibitors, primary screen, biochemical, luminescence; AID 624268, 2012; purified T. brucei MetRS, ATP depletion, Kinase-Glo luminescence; inhibition, % at 11.9 µM; 0.4% of 360,000 active; methionyl-tRNA synthetase (Trypanosoma brucei brucei);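 active = inhibition above a per-plate cutoff of the control wells' mean inhibition plus 3 SD, cut at about 5.5% in these data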;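 also: 0% = DMSO wells median and 100% = median of wells with control inhibitor compound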
#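 technique = Kinase-Glo luminescence, ATP depletion format | system = purified MetRS (methionyl-tRNA synthetase) enzyme from Trypanosoma brucei | timing = 15 min preincubation, 2 h reaction, all 25 °C | evaluation = percent inhibition versus plate control medians | dosing = single dose, 11.9 µM final nominal, 0.9% final DMSO | also added = substrates ATP, L-methionine and bulk Escherichia coli tRNA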
# DNMT1 block – human DNMT1 methyltransferase inhibitors, primary screen, biochemical, molecular beacon, fluorescence, HinP1I cleavage, uHTS; DNA (cytosine-5)-methyltransferase 1 (Homo sapiens), P26358; inhibition (reported as % activation of signal), % at 10 µM; 0.83% of 360,000 active; in the data active = inhibition above about 50%
# E coli Lon inh – inhibitors of E. coli Lon protease, primary screen, biochemical, fluorescence polarization; inhibition, % at 7.94 µM; P0A9M0; 0.42% of 360,000 active; AID 602123, 2011; purified E. coli Lon protease; in the data active = inhibition above about 13%, passing the limit was not always enough;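 also: 0% = enzyme with probe and DMSO and 100% = no enzyme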
# bovine MsrA act – bovine MsrA enzyme activators, primary screen, biochemical, absorbance, HTS; activation, % at 10.6 µM; 0.3% of 360,000 active; AID 602163, 2012; Methionine sulfoxide reductase A (Bos taurus); purified bovine MsrA, absorbance read-out; in the data active = activation above about 7.5%;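 also: 0% = vehicle and 100% = reference activator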
# MsrA inhibitor – bovine MsrA enzyme inhibitors, primary screen, biochemical, absorbance, HTS; Methionine sulfoxide reductase A (Bos taurus); purified bovine MsrA, absorbance read-out; inhibition, % at 15.5 µM; 0.75% of 360,000 active; AID 651718, 2012; in the data active = inhibition above about 4.5%;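 also: 0% = vehicle wells with enzyme and 100% = reference inhibitor wells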
# LMPTP block – LMPTP phosphatase inhibitors, primary screen, biochemical, fluorescence intensity, uHTS; recombinant LMPTP-A, OMFP fluorogenic substrate; inhibition, % at 20 µM; 0.22% of 360,000 active; AID 651560, 2012;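 active = compounds that cut the enzyme signal by at least half of the control window in the single-dose screen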;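 also: plate controls were DMSO wells with enzyme plus substrate for no effect and substrate without enzyme for full effect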
#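 Material: LMPTP-A; amount: 0.625 nM enzyme; doses: single 20 µM dose; times: reaction 50 min, room temperature, dark; technique: fluorescence intensity of OMFP turnover product; benchmarks: no-enzyme and uninhibited controls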
# NRP1-CendR mod – modulators of CendR peptide binding to NRP-1, primary screen, biochemical, fluorescence polarization, uHTS; inhibition, % at 25 µM; FAM-RPARPAR peptide binding to NRP-1; 0.85% of 360,000 active; Neuropilin-1 (Homo sapiens), O14786; AID 602438, 2012;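 active = inhibition or corrected inhibition above about 18%, plus a signal ratio from 0.5 to 1.5, limit read from the data, passing the limit was not always enough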; also: strong numbers were not always called active
# Target sequence (O14786 whole entry, looked up): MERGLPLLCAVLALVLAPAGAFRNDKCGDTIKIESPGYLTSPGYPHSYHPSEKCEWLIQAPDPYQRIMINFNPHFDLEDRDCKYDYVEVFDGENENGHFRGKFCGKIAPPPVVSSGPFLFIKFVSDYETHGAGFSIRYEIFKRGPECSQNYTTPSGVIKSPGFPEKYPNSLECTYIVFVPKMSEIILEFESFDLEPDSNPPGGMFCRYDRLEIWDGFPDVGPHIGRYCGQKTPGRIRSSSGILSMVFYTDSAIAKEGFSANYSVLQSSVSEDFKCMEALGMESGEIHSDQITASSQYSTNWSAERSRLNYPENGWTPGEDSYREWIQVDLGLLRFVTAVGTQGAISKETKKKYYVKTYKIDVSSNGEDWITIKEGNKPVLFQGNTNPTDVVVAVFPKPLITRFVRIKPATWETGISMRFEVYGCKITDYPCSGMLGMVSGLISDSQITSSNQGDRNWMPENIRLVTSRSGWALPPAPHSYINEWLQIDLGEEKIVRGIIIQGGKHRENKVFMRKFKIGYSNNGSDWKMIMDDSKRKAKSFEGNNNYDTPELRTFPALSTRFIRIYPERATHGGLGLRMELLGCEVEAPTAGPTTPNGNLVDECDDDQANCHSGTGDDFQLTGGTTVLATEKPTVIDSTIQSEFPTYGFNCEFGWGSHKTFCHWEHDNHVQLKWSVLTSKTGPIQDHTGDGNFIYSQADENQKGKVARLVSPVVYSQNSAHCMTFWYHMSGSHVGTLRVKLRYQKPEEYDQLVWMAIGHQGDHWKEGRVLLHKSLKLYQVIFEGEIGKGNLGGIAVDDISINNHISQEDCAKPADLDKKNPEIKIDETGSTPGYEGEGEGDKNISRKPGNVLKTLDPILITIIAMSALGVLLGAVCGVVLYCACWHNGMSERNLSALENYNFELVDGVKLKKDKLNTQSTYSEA
# SUMO1-SIM PPI – modulators of SUMO1 protein-protein interactions, primary screen, biochemical, uHTS; Small ubiquitin-related modifier 1 (Homo sapiens), P63165; SUMO1 binding to a labelled peptide, TR-FRET, 1 h; inhibition, % at 20 µM; 0.33% of 360,000 active; AID 602429, 2012; in the data active = inhibition above about 37%
# * marks the source's active call; other numbers are inactive results; x = not tested or not shown. No enrichment for hits. About 4.3% of those tested had a hit in this group.
SMILES,STEP inh,Scp-1 inhibitor,TbMetRS inhib,DNMT1 block,E coli Lon inh,bovine MsrA act,MsrA inhibitor,LMPTP block,NRP1-CendR mod,SUMO1-SIM PPI
CC1CCN(C(=O)CCC(=O)N2CC(C)Oc3ccccc32)CC1 (stereo not drawn),-1,-11,0.7,2,-4,0,0.3,0.8,-1,0
O=C1N=C(N2CCc3ccccc3C2)S/C1=C\c1cccc(O)c1,0,-10,0.1,1,-1,-4,0.1,3.7,-14,-10
O=C(NC1CCCCCCC1)C1c2ccccc2C(=O)N1Cc1ccco1 (stereo not drawn),11,-3,-0.2,-5,4,-2,0.2,-0.8,2,0
Cc1oc(-c2ccccc2Cl)nc1CSCC(=O)N1CCCC1,-2,-7,-0.2,0,-9,0,-0.1,-2.4,1,-2
CC(=O)Nc1c(C(=O)Nc2ccc3c(c2)OCO3)oc2ccccc12,-2,-5,-0.3,0,1,-7,3.0,0.2,0,-10
Cn1c(=O)c2c(ncn2CC(=O)OCC(=O)NCc2ccc(F)cc2)n(C)c1=O,1,x,0.1,1,-5,-4,2.2,-2.1,3,-3
CC1(C(=O)N2CCN(C(=O)c3ccco3)CC2)CC1(Br)Br (stereo not drawn),-3,-5,-0.1,1,-5,-3,-0.5,-0.3,-3,-4
COc1ccc(-c2csc3ncnc(Oc4ccc5c(C)cc(=O)oc5c4)c23)cc1,1,-4,0.4,-5,5,-3,-0.3,1.8,-9,1
COc1ccc(C2=NN(C(=O)CCC(=O)O)C(c3ccc(F)cc3)C2)cc1 (stereo not drawn),1,-12,0.5,-3,-9,-3,-0.3,-1.0,8,-4
COc1ccc([C@H]2/C=C\CN(S(C)(=O)=O)[C@@H](C)C(=O)N2Cc2ccc(F)cc2)cc1,-2,-6,-0.4,-5,1,-1,-0.8,0.7,22*,0
COc1ccccc1C(=O)Nc1ccc2c(c1)OCCO2,2,-2,-1.9,1,-4,-3,2.7,-1.5,16,0
Cc1cc(C)cc(OCC(=O)NNC(=O)c2ccccn2)c1,0,-2,0.5,4,4,0,1.6,-1.4,-4,-1
CC(C)Cn1nc(C(=O)N2CCc3ccccc32)c2ccccc2c1=O,0,1,-0.5,2,5,-4,-0.3,-0.2,2,2
CCn1c(SCC(=O)N2c3ccccc3Sc3ccccc32)nnc1-c1ccco1,2,7,-0.2,8,-7,-4,1.6,-0.2,-1,8
OC[C@@H]1CN(Cc2ccc(Cl)cc2)C[C@H](n2cnc3c(NCc4ccco4)ncnc32)O1,1,x,-0.1,-4,-7,-1,0.9,0.2,6,-1
COc1ccc(NC(=O)NC2(C(=O)N3CCCC3)CCCCC2)cc1,-3,1,-0.5,4,12,-2,-0.2,-0.4,14,5
Cc1ccc(S(=O)(=O)N2CCOCC2)cc1C(=O)NC(=S)N1CC(C)CC(C)C1 (stereo not drawn),0,-14,-0.5,-2,2,-3,-0.1,-1.2,-5,-2
CC(C)(C)c1ccc(C(=O)N2CCC2(C)C(=O)Nc2cccc3ccccc23)cc1 (stereo not drawn),3,x,-0.2,0,-5,-1,1.2,4.8,-4,1
Cc1ccc(S(=O)(=O)NCc2ccccc2)s1,1,-4,0.4,0,-10,-2,0.6,-0.6,-1,0
CC(C)CC(=O)NC(=S)Nc1ccccc1C(F)(F)F,2,-5,-1.2,3,-1,-3,0.3,-0.7,-4,0
Cc1cc(NC(=O)CCC(=O)N(Cc2cccs2)C(C(=O)NC2CCCC2)c2ccncc2)no1 (stereo not drawn),5,0,0.2,1,0,-2,2.9,0.1,9,1
Cn1nc(C(F)(F)F)c(/C=N/OC(=O)c2ccc(Cl)cc2)c1Cl,4,-5,-1.0,-3,6,-2,0.1,0.1,-6,-1
CCN(CC(=O)Nc1ccccc1OC)C(=O)CCOc1ccc(C(C)(C)C)cc1,0,-9,-0.4,8,-1,-2,-1.1,3.2,-5,1
CCOc1ccc(C2CC(c3cccc(OC)c3OC)n3nnnc3N2)cc1Cl (stereo not drawn),-2,-2,1.5,-4,-4,0,0.3,1.4,-8,-1
O=C(COC(=O)COc1ccc(Cl)cc1Br)NCc1cccs1,0,-13,1.1,2,-5,-2,1.5,0.6,-4,0

# NRP1-CendR mod, hit marks shown above
SMILES,STEP inh,Scp-1 inhibitor,TbMetRS inhib,DNMT1 block,E coli Lon inh,bovine MsrA act,MsrA inhibitor,LMPTP block,NRP1-CendR mod,SUMO1-SIM PPI
COc1ccc([C@H]2/C=C\CN(S(C)(=O)=O)[C@@H](C)C(=O)N2Cc2ccc(F)cc2)cc1,-2,-6,-0.4,-5,1,-1,-0.8,0.7,22*,0

# Single records, as listed above:
# `CCOc1ccc(C2CC(c3cccc(OC)c3OC)n3nnnc3N2)cc1Cl` (stereo not drawn) is entered as STEP inh = -2; Scp-1 inhibitor = -2; TbMetRS inhib = 1.5; DNMT1 block = -4; E coli Lon inh = -4; bovine MsrA act = 0; MsrA inhibitor = 0.3; LMPTP block = 1.4; NRP1-CendR mod = -8; SUMO1-SIM PPI = -1
# `Cc1oc(-c2ccccc2Cl)nc1CSCC(=O)N1CCCC1` is entered as STEP inh = -2; Scp-1 inhibitor = -7; TbMetRS inhib = -0.2; DNMT1 block = 0; E coli Lon inh = -9; bovine MsrA act = 0; MsrA inhibitor = -0.1; LMPTP block = -2.4; NRP1-CendR mod = 1; SUMO1-SIM PPI = -2

# The list continues:
SMILES,STEP inh,Scp-1 inhibitor,TbMetRS inhib,DNMT1 block,E coli Lon inh,bovine MsrA act,MsrA inhibitor,LMPTP block,NRP1-CendR mod,SUMO1-SIM PPI
COc1cc(Cl)c(C)cc1N1C(=O)CN(Cc2ccccc2)C1=S,5,-17,-1.0,-4,3,-2,0.0,2.8,-4,3
CC(NC(=O)COC(=O)c1cn(-c2ccccc2)nc1-c1cccs1)c1ccccc1 (stereo not drawn),3,-11,-0.1,-1,-9,-2,-0.5,3.8,-18,2
CCOc1ccccc1C1c2[nH]c3ccccc3c2C[C@H]2C(=O)N(C3CCN(Cc4ccccc4)CC3)CC(=O)N12 (stereo partly drawn),0,0,-1.0,-11,-6,-3,0.3,1.5,4,-7
O=C(COC(=O)c1cncc(Br)c1)NC1CCCC1,1,-5,-0.3,-3,2,-4,0.2,-1.6,-19,13
CCCC(=O)Nc1nnc([C@H]2C[C@H](O)[C@@H](CO)O2)s1,2,x,-0.1,-8,-11,-3,-0.3,-1.5,-10,1
Cc1ccc(C2C3CSCC=C3C(C#N)=C(N)C2(C#N)C#N)cc1 (stereo not drawn),0,0,-1.5,-14,-19,-9,3.9,-0.8,-85,-12
CC(C)(C)c1ccc(Oc2cccc(C3CC(=O)C(C4NCCc5ccccc54)C(=O)C3n3cncn3)c2)cc1 (stereo not drawn),1,26,0.3,2,8,-2,1.2,-0.3,-10,-2
C[C@@H]1COC(=O)[C@@H](Cc2ccc(F)cc2)CC/C=C\C[C@@H](CC(=O)NCCO)C(=O)N1,3,-6,0.0,2,-3,-3,1.0,-0.8,18,5
Cc1nc(N2CCC(C)CC2)c2c(C)c(C(=O)Nc3cccc(C(F)(F)F)c3)sc2n1,0,15,-0.9,-4,-1,-11,-0.3,2.4,1,0
Cc1ccc(NC(=O)COC(=O)CN2C(=O)NC3(CCCC3)C2=O)cc1Cl,-5,-3,-0.1,-3,-9,-4,-0.7,1.0,-12,0
Nc1cc(C(=O)OCC(=O)NCCC2=CCCCC2)ccc1Cl,-2,0,4.8,-4,8,-1,2.4,1.3,7,-1
O=C(COc1ccc(Cl)cc1)NCCNC(=O)c1cnccn1,-2,-1,-0.6,2,2,-9,0.5,-1.4,5,-1
Cc1ccc(-c2cc(C(=O)N3CCN(C(=O)c4ccco4)CC3)no2)cc1,-3,-4,0.2,-1,2,0,-0.3,-0.5,-5,1
Cc1ccc(NC(=O)COC(=O)C2CC2)c(Br)c1,-2,-4,0.2,3,1,-5,-0.3,-2.2,-6,3
O=C1c2cccnc2C(Nc2cccc(F)c2)N1Cc1ccco1 (stereo not drawn),5,-4,1.2,-1,-7,-2,-0.2,0.4,-14,3
CCOC(=O)C1=C(C)Nc2ncnn2C1c1cccs1 (stereo not drawn),-4,6,-1.7,4,-1,-12,1.1,-0.8,5,-3
O=C(NNC(=O)C12CC3CC(CC(C3)C1)C2)c1ccncc1,-2,-5,-0.8,1,9,-2,-0.6,-1.7,-1,7
O=[N+]([O-])c1cccc(/C=N\N=C2c3ccccc3-c3ccccc32)c1O,-1,-8,-0.3,-10,6,1,0.7,1.1,12,-11
Cc1[nH]c2ccccc2c1C(=O)C(=O)N1CCN(c2cccc(Cl)c2)CC1,-2,-5,7.1*,-2,-4,-4,2.0,1.3,7,0
CC(=O)SCC(C)C(=O)NCc1ccccc1 (stereo not drawn),0,3,-0.6,5,-8,-4,-0.9,-1.2,-3,-1
CCN(CC)C(=O)c1sc(NC(=O)c2ccc(C)c([N+](=O)[O-])c2)c(C#N)c1C,-2,-2,-1.4,-1,-8,-8,0.8,0.0,-7,-1
CCOC(=O)c1cc(-c2cccc([N+](=O)[O-])c2)n[nH]1,-2,-11,-0.8,0,1,-5,0.6,0.8,0,-26
Cn1ncc(Cl)c1C(=O)NCc1ccco1,-1,-4,-0.6,0,-5,-7,-0.3,-1.3,1,3
O=C(O)c1ccc(N=Cc2c(O)ccc3oc4c(c23)CCCC4)cc1,8,-2,0.1,1,13,0,-0.1,1.9,-11,-5
COc1cccc(Oc2ccc(C(F)(F)F)cc2NC(=O)c2cccc(F)c2)c1,1,-10,-0.8,2,5,5,1.8,4.3,8,-2
O=C(O)c1ccc(Cl)cc1NC(=O)C1CCN(S(=O)(=O)c2cccs2)CC1,0,x,-0.2,-7,-7,-3,-0.9,-1.0,-3,11
COc1ccc(OC)c(C2/C(=C(/O)c3cnn(-c4ccccc4)c3C)C(=O)C(=O)N2CCN(C)C)c1 (stereo not drawn),2,-8,-0.4,-3,-5,-3,0.1,-2.0,-8,-2
Cc1noc(C)c1S(=O)(=O)N1CCC(C(=O)Nc2ccc(Br)cc2)CC1,-3,0,-0.4,4,-11,-3,-1.5,-0.3,2,0
CCOC(=O)C1(Cc2ccccc2)CCN(C2Cc3ccccc3C2)CC1,2,-5,-0.2,-2,-4,1,-0.6,4.0,3,3
